# Pin1 inh: human Pin1 inhibition; Pin1 FP peptide displacement, HiFluor488, 10 min; Potency, µM (series often up to 115 µM), without a hit: at the highest dose activity, negative = inhibition, actives largely listed as inhibitors; 0.009% of 390,000 active; AID 504891; active means well fitted inhibition curve with a large enough effect in the polarisation, with a control signal flat, not every such curve was filed as active; inconclusive means small, poorly fitted or top-dose-only effect, or effect the other way, or a change in a side signal; inactive means no such curve, though single readings can be large or run the other way; the % refers to the polarisation; further: on the % scale 0 is the no-effect control and ±100 the full control effect
# Target sequence (Q13526 whole entry, looked up): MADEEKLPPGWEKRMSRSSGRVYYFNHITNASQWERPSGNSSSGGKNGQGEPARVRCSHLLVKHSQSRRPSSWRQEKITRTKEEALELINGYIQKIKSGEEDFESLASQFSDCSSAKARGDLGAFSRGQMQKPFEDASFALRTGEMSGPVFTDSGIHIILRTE
# RGS4 inh: blocks human RGS4-accelerated GTP hydrolysis; P49798; Transcreener GDP fluorescence polarization, RGS4-accelerated GTP hydrolysis; Potency, µM (top dose mostly 114 µM), without a hit: at the highest dose activity change, negative = inhibition, most hits filed as inhibitors; 0.039% of 390,000 active; further: on the % scale 0 is the no-effect control and ±100 the full control effect; nearly all actives have a fitted effect of over 75% in size; some results filed as inactive show a strong effect at the top dose
#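 MLSMR compounds (23 nl, pin-transferred) preincubated 10 min at room temperature with a 500nM (2x) first reagent, then RGS4 at 900nM (2x) plus Transcreener GDP mix added; fluorescence polarization (620/688 nm) read before and after 90 min at 30 °C.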
# JMJD2A Tudor: blocks the human JMJD2A Tudor domain. O75164. AlphaScreen JMJD2A-Tudor / H3K4me3 peptide binding. Potency, µM (titrated, usually from 114 µM), inactives show at the highest dose activity change, negative = inhibition, actives largely listed as inhibitors. 4.4% of 390,000 active; further: on the % scale 0 is the no-effect control and ±100 the full control effect; nearly all actives have a fitted effect of over 50% in size
# PGK inhibitor: inhibitors of T. brucei phosphoglycerate kinase; P07378; PGK/GAPDH coupled, Kinase-Glo luminescence, 60 min; Potency, µM (highest dose often 57.5 µM), for inactives: at the top dose activity change, negative = inhibition, usual class: inhibitors; 0.043% of 380,000 active; AID 602233; further: on the % scale 0 is the no-effect control and ±100 the full control effect; nearly all actives have a fitted effect of over 60% in size
# Target sequence (P07378 whole entry, looked up): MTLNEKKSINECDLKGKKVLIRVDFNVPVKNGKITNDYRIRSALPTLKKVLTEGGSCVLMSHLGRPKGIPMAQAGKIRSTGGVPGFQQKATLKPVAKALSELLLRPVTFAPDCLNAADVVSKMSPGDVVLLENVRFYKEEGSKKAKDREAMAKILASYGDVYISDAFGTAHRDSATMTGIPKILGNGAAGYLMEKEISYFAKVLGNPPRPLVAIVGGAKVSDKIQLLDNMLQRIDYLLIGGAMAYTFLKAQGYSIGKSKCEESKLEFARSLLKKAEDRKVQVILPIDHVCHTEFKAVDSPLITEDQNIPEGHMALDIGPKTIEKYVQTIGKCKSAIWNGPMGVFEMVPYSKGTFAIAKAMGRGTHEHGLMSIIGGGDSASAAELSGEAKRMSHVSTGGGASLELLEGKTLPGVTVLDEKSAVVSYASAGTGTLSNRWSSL
#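 Luminescent ATP detection (Kinase-Glo Plus) follows a 60-minute room-temperature incubation, with wells lacking PGK as controls. Buffer: 100 mM TEA (pH 7.6), 5 mM MgCl2, 0.01% Tween-20. Coupling enzyme GAPDH (100 nM final) supplies unstable 1,3-BPG in-well.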
# HP1b binding inh: HP1-beta chromodomain-methylated histone interaction inhibition; AlphaScreen HP1-beta / biotin-H3K9me3 peptide binding; 0.56% of 390,000 active; P83916; Potency, µM (titrated, usually from 114 µM), inactives show top-dose activity change, negative = inhibition, most hits filed as inhibitors; further: nearly all actives have a fitted effect of over 70% in size; inactives centre near 23
#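 AlphaScreen: HP1-beta (50 nM) preformed 30 min with biotin-H3(1-18)K9me3 peptide (50 nM) in PBS pH 7.4, 0.01% Tween-20. Compound added for 30 min at RT, then streptavidin donor/nickel chelate acceptor beads (10 ug/mL) for 30 min.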
# GLS inhibitor: inhibitors of human glutaminase (GLS). Potency, µM (top dose mostly 45.5 µM), without a hit: at the highest dose activity change, negative = inhibition, actives largely listed as inhibitors. 0.21% of 410,000 active. GLS enzymatic activity, qHTS titration. O94925; further: on the % scale 0 is the no-effect control and ±100 the full control effect
#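 Read-out is an Amplex red fluorescence increase coupled through glutamate oxidase and HRP, measured before and after 30 min room-temperature incubation. hKGA is in 45 mM KH2PO4 (pH 8.2) with 0.02% Tween-20; glutamine added as 1mM solution.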
# ALOX12 inh: blocks human arachidonate 12S-lipoxygenase | purified 12hLO, xylenol orange hydroperoxide absorbance | Potency, µM (titrated, usually from 108 µM), inactives show at the top dose activity change, negative = inhibition, usual class: inhibitors | 1.1% of 580,000 active | AID 1671190; further: on the % scale 0 is the no-effect control and ±100 the full control effect
#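 Hydroperoxide product was detected by ferrous iron/xylenol orange as the 573 to 405 nm absorbance ratio. Arachidonic acid at 40 uM (final) was turned over for 30 min at room temperature by 150 nM human 12hLO, pH 7.0 Hepes buffer, after 15 min compound preincubation.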
# ERG Ets-DNA blk: ERG Ets/DNA interaction inhibition; P11308; fluorescence polarization, His-ERG Ets domain / labelled DNA; Potency, µM (series often up to 76.9 µM), inactives show at the top dose FP activity, negative = inhibition, hits mostly inhibitors; 0.028% of 370,000 active; AID 624246; active means well fitted inhibition curve with a large enough effect in the polarisation, with a control signal flat; inconclusive means small, poorly fitted or top-dose-only effect, or effect the other way, or a change in a side signal; inactive means no such curve, though single readings can be large or run the other way; the % refers to the polarisation;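 further: polarization taken with two DNA probes labelled with fluorescein and Texas red; % of control where 0% means no effect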
#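 His-tagged ERG Ets domain (1 uM in the protein solution; 300mM KCl, 50mM Tris-HCl, 1mM EDTA, 1mM DTT, pH 7.5) received compound, then a probe mix of 5 nM fluorescein-DNA and 100nM Texas-615-DNA. Fluorescence polarization was read for both dyes.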
# TrxR1 inh: inhibitors of rat thioredoxin reductase 1. O89049. recombinant rTrxR1, NADPH fluorescence consumption, selenite substrate. Potency, µM (highest dose often 114 µM), inactives show at the highest dose activity change, negative = inhibition, usual class: inhibitors. 1% of 390,000 active; further: on the % scale 0 is the no-effect control and ±100 the full control effect; nearly all actives have a fitted effect of over 65% in size
# Target sequence (O89049 whole entry, looked up): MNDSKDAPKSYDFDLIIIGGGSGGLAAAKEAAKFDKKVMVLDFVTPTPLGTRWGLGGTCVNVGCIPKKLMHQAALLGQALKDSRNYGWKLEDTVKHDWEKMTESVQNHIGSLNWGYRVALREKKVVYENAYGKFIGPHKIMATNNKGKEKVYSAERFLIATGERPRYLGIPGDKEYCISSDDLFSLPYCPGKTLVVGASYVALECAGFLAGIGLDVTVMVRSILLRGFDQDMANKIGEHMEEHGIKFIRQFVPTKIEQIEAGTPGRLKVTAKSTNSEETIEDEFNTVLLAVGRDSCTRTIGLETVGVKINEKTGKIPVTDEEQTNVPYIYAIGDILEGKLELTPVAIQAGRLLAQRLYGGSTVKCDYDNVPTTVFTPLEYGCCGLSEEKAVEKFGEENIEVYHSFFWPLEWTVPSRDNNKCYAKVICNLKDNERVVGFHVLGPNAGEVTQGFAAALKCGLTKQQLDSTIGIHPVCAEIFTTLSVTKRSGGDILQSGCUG
#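 Rat TrxR1 (90 nM in the dispensed reagent) was pre-reduced with 400 uM NADPH for 5 min at room temperature, then incubated with compound for 15 min. After 400 uM selenite was added, NADPH fluorescence (Ex 340/Em 450 nm) was followed for 8 min.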
# The depositor's hits bear a star; i = inactive; ? = inconclusive; nt = no result given; & = joins results of further samples; [ ] = dose if it differs, or a comment. Unless noted, the call rests on the fitted dose curve; in most records, active means well fitted curve in the direction sought with a large enough effect; inconclusive means small, poorly fitted or top-dose-only effect, or another doubt; inactive means no such curve, though single readings can be large; an effect the other way counts as inactive or inconclusive. Potency means the concentration at half of the fitted maximal effect. Only part of the results is shown; rates above refer to the full screens.
SMILES,Pin1 inh,RGS4 inh,JMJD2A Tudor,PGK inhibitor,HP1b binding inh,GLS inhibitor,ALOX12 inh,ERG Ets-DNA blk,TrxR1 inh
O=C(c1cc(-c2cccs2)nc2ccccc12)N1CCN(c2ccccc2)CC1,17%,3%,-26%,-2%,8%,1%,-16%,3%,22%[57.1 µM]
CCOC(=O)C(CC)(CC)C(=O)/C=C/c1ccc(OC)cc1,-4%,18%,94%[activator],-4%,106%[activator],-1%,1%,-1%,-13%
CCOc1ccc(C(=O)c2cn(CC(=O)Nc3ccc4c(c3)OCO4)c3ccc(OC)cc3c2=O)cc1,8%,-1%,-22%,6%,7%,-6%,-9%,4%,2%
COCCN(C(=O)COC(=O)c1ccccc1NCc1ccco1)c1c(N)n(Cc2ccccc2)c(=O)[nH]c1=O,9%,-21%,-16%,-8%,22%,-4%,-18%,18%,-12%
O=c1[nH][nH]c2nc(C(F)(F)F)cc(C(F)(F)F)c12,?,-4%,-22%,-6%,9%,17%,-20%,11%,-2%
COc1ccccc1[C@]1(C)ON(c2ccccc2C(F)(F)F)C1=O,?,3%,48%[activator],-1%,88%[activator],0%,12%,-2%,11%[57.1 µM]
Nc1c(-c2nc(-c3ccccc3)cs2)c2ccccn2c1C(=O)c1ccc2c(c1)OCO2,?,7%,2%,nt,38%,-1%,?,0%,-15%
O=C(CSc1ccc(Cl)cc1)NN=C1CCCCCC1,-3%,5%,-3%,0%,49%[activator],-1%,0%,2%,17%
Cc1c(NC(=O)c2c([N+](=O)[O-])cnn2C)c(=O)n(-c2ccccc2)n1C,6%,1%,-9%,i,4%,0%,?,14%,21%
O=C(Cc1ccccc1)Nc1ccc(SC(F)F)cc1,-16%,1%,17%,6%,73%[activator],70%[activator],-28%,-3%,9%[57.1 µM]
Cc1ccc([N+](=O)[O-])cc1S(=O)(=O)N1CCCCC1C(=O)O (stereo unspecified),-3%,11%,3%,-4%,25%,0%,-7%,-5%,16%[57.1 µM]
Cn1c(=O)c2c(nc(NCc3ccc4c(c3)OCO4)n2Cc2ccccc2Cl)n(C)c1=O,-7%,26%,-26%,5%,7%,-4%,-11%&-45%,-2%,16%
COc1ccccc1NC(=S)c1ccccc1,0%,-27%,-21%,-1%,-27%,7%,?,-3%,-12%
CCOc1ccc(S(=O)(=O)N2CCN(C(=S)NCC3CCCO3)CC2)cc1 (stereo unspecified),-2%,8%,0%,-7%,28%,-5%,-6%,3%,-1%[57.1 µM]
COc1ccc(CN2CN(S(=O)(=O)c3ccccc3)c3nc4ccccc4nc32)cc1,0%,-19%,?,-10%,7%,-1%,-13%,8%,5%
COc1ccc(NC(=O)c2cc(-c3ccccn3)nc3ccccc23)cc1S(=O)(=O)N(C)C,10%,-7%,-35%,i,15%,2%,0%,-18%,4%
COc1ccc(CCNC(=S)NCc2cccs2)cc1OC,1%,-23%,-10%,7%,3%,6%,-19%,3%,-2%
CN(CCOc1ccc(Cl)cc1)C(=O)c1cccc(S(=O)(=O)N2CCN(c3ccccc3)CC2)c1,16%,-3%,-29%,-2%,7%,0%,105%[activator],-2%,27%
COC(=O)c1cccc(NC(=O)C(C)N2C(=O)c3ccccc3C2=O)c1 (stereo unspecified),6%,-4%,-12%,1%,-8%,2%,9%,nt,20%
Cc1ccc(Cl)cc1N1CCN(C(=O)Cn2nc(C)c3sc4ccccc4c3c2=O)CC1,8%,-5%,?,-4%,17%,3%,-6%,-12%,12%
COc1ccc(S(=O)(=O)N2CCCCCC2)cc1C(=O)N(C)Cc1ccc(Cl)cc1Cl,1%,-1%,-17%,1%,7%,2%,17%,2%,11%[57.1 µM]
CN1CCN(C(=O)/C(=C\c2ccc3c(c2)OCO3)NC(=O)c2cccs2)CC1,-1%,-5%,-4%[11.4 µM],0%,41%[activator],0%,-9%,-3%,11%[57.1 µM]
Cc1ccc(-c2nnn(CC(=O)N(Cc3ccccc3F)C(C(=O)NC3CCCC3)c3ccncc3)n2)o1 (stereo unspecified),16%,?,-34%,-2%,18%,-7%,?,-2%,?
O=C(Nc1ccc(Cl)cc1)c1cc(S(=O)(=O)N2CCOCC2)cs1,-3%,17%,-2%,2%,12%,13%,7%,-4%,9%
CCc1cc(=O)oc2cc(OCC(N)=O)c(Cl)cc12,-9%,20%,2%,-2%,18%,2%,-25%,-11%,7%

# One compound at a time (already shown). Order of screens: Pin1 inh | RGS4 inh | JMJD2A Tudor | PGK inhibitor | HP1b binding inh | GLS inhibitor | ALOX12 inh | ERG Ets-DNA blk | TrxR1 inh
# `CN(CCOc1ccc(Cl)cc1)C(=O)c1cccc(S(=O)(=O)N2CCN(c3ccccc3)CC2)c1` is listed with 16% | -3% | -29% | -2% | 7% | 0% | 105%[activator] | -2% | 27%
# `CCc1cc(=O)oc2cc(OCC(N)=O)c(Cl)cc12` is listed with -9% | 20% | 2% | -2% | 18% | 2% | -25% | -11% | 7%
# `Cn1c(=O)c2c(nc(NCc3ccc4c(c3)OCO4)n2Cc2ccccc2Cl)n(C)c1=O` is listed with -7% | 26% | -26% | 5% | 7% | -4% | -11%&-45% | -2% | 16%
# `O=C(Cc1ccccc1)Nc1ccc(SC(F)F)cc1` is listed with -16% | 1% | 17% | 6% | 73%[activator] | 70%[activator] | -28% | -3% | 9%[57.1 µM]

# Returning to the listing; the two compounds before the break are reprinted first.
SMILES,Pin1 inh,RGS4 inh,JMJD2A Tudor,PGK inhibitor,HP1b binding inh,GLS inhibitor,ALOX12 inh,ERG Ets-DNA blk,TrxR1 inh
O=C(Nc1ccc(Cl)cc1)c1cc(S(=O)(=O)N2CCOCC2)cs1,-3%,17%,-2%,2%,12%,13%,7%,-4%,9%
CCc1cc(=O)oc2cc(OCC(N)=O)c(Cl)cc12,-9%,20%,2%,-2%,18%,2%,-25%,-11%,7%
C#CCOCCOCCOCCNc1nc(N2CCN(C(=O)CCCCCCCCCCNC(=O)[C@H](CO)n3cc(CCCSC)nn3)CC2)nc(N2CCN(C(=O)CCCCCCCCCCNC(=O)[C@H](CCCN=C(N)N)n3cc(C[C@@H](C)CC)nn3)CC2)n1,260%[activator],?,79µM*,-2%,-31%,?,nt,27%,24%[57.1 µM]
O=C(NCc1ccc(Cl)cc1)c1noc2c1CCCC2,1%,-6%,6%,5%,39%,6%,-22%,0%,10%
CCc1nnc(SC(C)C(=O)Nc2nccs2)n1C (stereo unspecified),-5%,36%,-13%,-3%,28%,-1%,-10%,1%,26%
COc1ccc(/C=C2\SC(=S)N(CCCC(=O)N3CCOCC3)C2=O)cc1OC,?,5%,-18%,5%,-10%,3%,-15%,-4%,16%
Cc1ccc(S(=O)(=O)N2CCN(c3ccccc3)CC2)cc1C(=O)NC1CCCCC1,1%,1%,-25%,-9%,15%,10%,i,-1%,22%
Cc1ccc(N=CC2=C(O)CC(c3ccc(Cl)cc3)CC2=O)cc1 (stereo unspecified),-1%,-6%,-14%,-5%,13%,1%,0%,2%,25%
Cc1cn2c(=O)cc(COC(=O)COc3ccc(C)c(C)c3)nc2s1,1%,-37%,-3%,-9%,70%[activator],4%,8%,0%,6%[57.1 µM]
CCN(CC)CCN1C(=O)C(=O)/C(=C(/O)c2ccc(OC(C)C)cc2)C1c1cccs1 (stereo unspecified),1%,-14%,-20%,-5%,3%,0%,?,1%,-55%
Cc1ccc(S(=O)(=O)NCC2(c3ccccc3)CCOCC2)cc1,3%,11%,-1%,i,32%,0%,?,9%,-4%[57.1 µM]
O=C(Cn1ccc([N+](=O)[O-])n1)NCc1nc2ccccc2[nH]1,0%,-3%,3%,3%,35%[activator],0%,-2%,0%,17%[57.1 µM]
CCOC(=O)C(NCCc1ccc(F)cc1)(NC(=O)CC)C(F)(F)F (stereo unspecified),-13%,29%,-13%,-3%,19%,-1%,14%,1%,-10%
Cn1cc(/C=C/C(=O)N2CCCC(C(=O)c3ccc(C(C)(C)C)cc3)C2)cn1 (stereo unspecified),0%,5%,-8%,10%,27%,-3%,6%,-3%,-23%
CCCNC(=O)C(Cc1ccc(Cl)cc1)NC(=O)c1ccc(-c2ccccc2)cc1 (stereo unspecified),-4%,0%,-11%,-11%,55%[activator],-1%,6%,-12%,11%[57.1 µM]
Cc1ccc(-n2c(=O)[nH]c3ncccc3c2=O)cc1,-6%,12%,-18%,-4%,33%,-2%,-14%,-5%,12%

# Nothing new here: 2 of the compounds above.
SMILES,Pin1 inh,RGS4 inh,JMJD2A Tudor,PGK inhibitor,HP1b binding inh,GLS inhibitor,ALOX12 inh,ERG Ets-DNA blk,TrxR1 inh
CCN(CC)CCN1C(=O)C(=O)/C(=C(/O)c2ccc(OC(C)C)cc2)C1c1cccs1 (stereo unspecified),1%,-14%,-20%,-5%,3%,0%,?,1%,-55%
Cc1ccc(S(=O)(=O)NCC2(c3ccccc3)CCOCC2)cc1,3%,11%,-1%,i,32%,0%,?,9%,-4%[57.1 µM]

# Printed as active in JMJD2A Tudor (from the list above):
SMILES,Pin1 inh,RGS4 inh,JMJD2A Tudor,PGK inhibitor,HP1b binding inh,GLS inhibitor,ALOX12 inh,ERG Ets-DNA blk,TrxR1 inh
C#CCOCCOCCOCCNc1nc(N2CCN(C(=O)CCCCCCCCCCNC(=O)[C@H](CO)n3cc(CCCSC)nn3)CC2)nc(N2CCN(C(=O)CCCCCCCCCCNC(=O)[C@H](CCCN=C(N)N)n3cc(C[C@@H](C)CC)nn3)CC2)n1,260%[activator],?,79µM*,-2%,-31%,?,nt,27%,24%[57.1 µM]

# Source: PubChem BioAssay
